MsrA inhibitor: bovine MsrA enzyme inhibitors, primary screen, biochemical, absorbance, HTS. Methionine sulfoxide reductase A (Bos taurus). purified bovine MsrA, absorbance read-out. inhibition, % at 15.5 µM. 360,000 tested, 0.75% active; in the data active = inhibition above about 4.5%;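 also: 0% = vehicle wells with enzyme and 100% = reference inhibitor wells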
Scp-1 inhibitor: Scp-1 phosphatase inhibitors, primary screen, biochemical, colorimetric, uHTS; Carboxy-terminal domain RNA polymerase II polypeptide A small phosphatase 1 (Homo …; Recombinant Scp1, phosphopeptide, malachite green phosphate absorbance; inhibition, % at 20 µM; 340,000 tested, 0.88% active;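 active = inhibition above about 50% at 20 µM, limit read from the data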;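 also: plate controls were DMSO wells with enzyme for no effect and wells lacking enzyme for full effect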
Target sequence (Q9GZU7 76-261 limits assumed): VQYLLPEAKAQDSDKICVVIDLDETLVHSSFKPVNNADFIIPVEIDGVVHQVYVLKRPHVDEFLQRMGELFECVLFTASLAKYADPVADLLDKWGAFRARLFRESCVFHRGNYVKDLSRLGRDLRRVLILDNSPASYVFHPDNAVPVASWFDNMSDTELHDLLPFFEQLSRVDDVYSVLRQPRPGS
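System: SCP-1 catalytic domain; Reagent: Phospho 17-mer peptide substrate; Doses: one concentration, 20 µM, with 1.0% DMSO; Incubation: 45 min room-temperature reaction, 5 min colour, 30 min stabiliser; Signal: Phosphate-binding colour reagent, absorbance read at 630 nm.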
An asterisk follows results filed as active; nt = no result given. Only part of the results is shown; rates above refer to the full screens.

Compound	MsrA inhibitor	Scp-1 inhibitor
COCc1cc(N2CCN(C(=O)OC(C)(C)C)C[C@@H]2C)ccc1N1CCN(Cc2ccccc2)[C@@H](C)C1	0.9	nt
Cc1cn2c(=O)c3ncn(C4OC(CO)C(O)C4O)c3n(C)c2n1 (stereo not given)	-0.7	nt
COc1ccccc1CCn1cnc(-c2ccccc2F)c1CC(C)C	-0.2	nt
CN(C(=O)CSc1nc2c(cnn2-c2ccccc2)c(=O)[nH]1)C1CCS(=O)(=O)C1 (stereo not given)	-1.1	nt
Nc1[nH]c(C(=O)c2ccc(Br)cc2)c(-c2cccc3ccccc23)c1C(=O)NCCc1c[nH]c2ccccc12	0.6	nt
Cc1ccc2c(=O)n3c(nc2c1)C(Cc1ccccc1)NC(=O)c1ccc(Cl)cc1-3 (stereo not given)	-0.8	nt
COc1ccc(C)cc1NC(=O)c1cnc2sccn2c1=O	1.8	nt
Cc1cc2c(c(=O)o1)[C@@]1(C(=O)N(C)c3ccccc31)C1=C(CC3(CCCCC3)OC1=O)O2	-0.2	nt
COC(=O)C1=C(C)N(C)C(=NCc2ccc3c(c2)OCO3)NC1c1cccc(Cl)c1 (stereo not given)	0.2	nt
Cc1cc(N2CCN(C(=O)OC(C)(C)C)C[C@H]2C)ccc1Br	1.1	nt
COCc1[nH]nc2c1C(c1ccccc1)N(Cc1ccccc1)C2=O (stereo not given)	0.3	nt
Cc1cccc(C(=O)NC2CCCc3ccccc32)c1 (stereo not given)	4.0	nt
COC(=O)[C@]12C[C@H](CC(=O)N3CCC(c4ccccc4)CC3)C(=O)N(CCC3=CCCCC3)C1=C[C@H](COCc1ccccc1)O[C@@H]2C	0.3	nt
COc1ccc(C2CC(=O)C(c3ccccc3C)=CN2Cc2ccccc2)cc1 (stereo not given)	2.5	nt
C=CCN=Cc1sc2ccc(OCC)cc2c1O	2.2	nt
N#Cc1ccc(C23CC4(C2)[C@H](CN(CC2CCCCC2)[C@@H]4c2ccccc2)C3c2ccc(C(F)(F)F)cc2)cc1 (stereo not given in full)	-1.0	nt
NCc1ccc(OCCCN2CCC(C(O)(C3=CCCC3)c3ccccc3)CC2)cc1 (stereo not given)	0.0	nt
CC(=O)C1=C(C)N(Cc2ccccc2)C(=S)NC1c1cccc(Br)c1 (stereo not given)	0.3	nt
CCCc1ccc2c(C)cccc2n1	-1.6	nt
CC(C)C[C@H]1COc2cc(N3CCCC3)ccc2S(=O)(=O)N1	0.3	nt
N#Cc1cccc(NC(=O)COC(=O)c2ccc3c(=O)n4c(nc3c2)CCC4)c1	-1.3	nt
COc1cccc(-c2cccc3c4c([nH]c23)[C@@H]2C[C@H]3[C@@H](C(=O)N2CC4)[C@H](C)ON3C)c1	1.5	nt
O=C(Nc1cccnc1)c1ccc(CSc2ccc(Cl)cc2)o1	-0.9	nt
O=C(N[C@@H](Cc1ccccc1)c1nc2ccccc2[nH]1)c1ccc([N+](=O)[O-])cc1	-0.8	nt
O=C(CCc1c[nH]c2ccccc12)Nc1ccc(Oc2cccnc2)cc1	0.3	nt
CCCCCCCCN1C(=O)[C@@H](CC(=O)N2CCC(c3ccccc3)CC2)C[C@@]2(C(=O)OC)C1=C[C@H](C1CCCC1)O[C@@H]2C	-0.2	nt
O=C(c1cnn(C(=O)c2ccc(O)cc2)c1)c1ccccc1O	-1.0	nt
COC(=O)[C@]12C[C@H](CC(=O)NCC3CCCCC3)C(=O)N(Cc3ccc4c(c3)OCO4)C1=C[C@H](C(C)(C)C)O[C@@H]2C	0.2	nt
CCNc1ccccc1	1.2	nt
C[C@@H]1C=CCCO[C@]12C(=O)N(Cc1ccc(Br)cc1)c1ccccc12	0.8	nt
CCNc1nc(NCC)nc(Oc2ccc(OCc3ccccc3)nn2)n1	-0.7	nt
COC(=O)C1=C(C)N(C)C(=NCc2cccc(C(F)(F)F)c2)NC1c1ccccc1C(F)(F)F (stereo not given)	-1.2	nt
C=CCNC(=S)N1C[C@H]2CON(C)[C@H]2C[C@H]1c1ccccc1Br	-0.1	nt
COC(=O)C1=C(C)N(Cc2ccccc2C(F)(F)F)C(=NCc2ccc(OC)cc2)NC1c1ccc(Cl)cc1 (stereo not given)	-1.5	nt
Fc1ccc2nc(-c3ccc(CN4CCC5(CC4)CNc4ccccc45)cc3)c(-c3ccccc3)nc2c1	2.9	nt
O=C1NC(Cc2ccccc2)c2nc3cc(Cl)ccc3c(=O)n2-c2ccccc21 (stereo not given)	-0.7	nt
CC(C)C[C@H]1CNC(=O)C(=O)N1C[C@@H]1CCCN1C[C@H](Cc1ccccc1)N1C[C@H](CC(C)C)N(CC2CCCCC2)C(=O)C1=O	0.5	nt
CS(=O)(=O)c1ccc(S(=O)(=O)NCC2CCN(C(=O)C(=O)c3cc4ccccc4o3)CC2)cc1	0.3	nt
COC(=O)c1ccc2nc(-c3ccco3)c(Cc3ccsc3)n2c1	0.1	nt
CCCCOCC1CN(Cc2ccccc2OC)S(=O)(=O)c2cc(Cl)ccc2O1 (stereo not given)	0.4	nt
CCCCOCCCNC(=O)C[C@H]1C[C@@]2(C(=O)OC)C(=C[C@H](COCc3ccccc3)O[C@@H]2C)N(Cc2ccc3c(c2)OCO3)C1=O	-0.5	nt
O=S1(=O)N[C@@H](Cc2ccccc2)COc2cc(N3CCOCC3)ccc21	0.2	nt
C[C@@H]1OC(C2CCCCC2)N(C)[C@H]2C[C@H]3c4[nH]c5c(-c6ccccc6)cccc5c4CCN3C(=O)[C@@H]12 (stereo not given in full)	-1.9	nt
O=C(N[C@H](C(=O)N1CCC[C@H]1C(=O)NCc1ccccc1)C1CCCCC1)c1ccccc1	-0.4	nt
Cc1ccc(CN2CCC=CS2(=O)=O)cc1	-0.7	nt
NC(=O)c1ccc(N=Nc2c(-c3ccccc3)[nH]n(-c3ccccc3)c2=O)cc1	0.5	nt
COC(=O)C1=C(C)N(Cc2cccc(C(F)(F)F)c2)C(=NCc2ccc(C(F)(F)F)cc2)NC1c1cccc(F)c1 (stereo not given)	-0.9	nt
COc1cc(-c2cc(C(=O)NN3CCN(C)CC3)c3ccccc3n2)cc(OC)c1OC	1.4	nt
Cc1ccc(S(=O)(=O)N2CCC(C(=O)N[C@@H](C)C(=O)NC3CCS(=O)(=O)C3)CC2)cc1 (stereo not given in full)	-0.5	nt
Cc1ccc(C(=O)NC2=NCCS2)cc1	-0.8	nt

Further records follow.
Compound	MsrA inhibitor	Scp-1 inhibitor
CN(c1cccnc1)c1ccc(NC(=O)Cc2c[nH]c3ccccc23)cc1Br	0.8	nt
Cc1cccc(NC(=O)c2nc[nH]c2C(=O)N(C)CCO)c1	0.7	nt
CCn1ncc2c(=O)c(C(=O)c3ccccc3)c[nH]c21	1.2	nt
COc1ccc(NC(=O)OC[C@@H]2CSCCS(=O)(=O)N2)cc1	1.6	nt
CCCCCCC12Cc3cc(OC)c(OC)cc3C(O1)c1c(cc(C)oc1=O)O2 (stereo not given)	0.6	nt
C[C@H](CO)N1C[C@H](C)[C@@H](CN(C)C(=O)Nc2cccc(Oc3ccccn3)c2)OCc2cn(nn2)CCCC1=O	0.6	nt
CCOC(=O)C1=Nc2cccc3c(O)ccc1c23	1.1	nt
CN(C(=O)[C@@H](Cc1ccccc1)NC(=O)[C@H]1O[C@@H](n2ccc(=O)[nH]c2=O)[C@H](O)[C@@H]1O)C1CCCCC1	1.2	nt
C#CCN([C@@H](C)C(=O)OCC)S(=O)(=O)c1ccc(Br)cc1F	-0.9	nt
CCCCOc1ccc(C(=O)NC2CCCCN(CCC)C2=O)cc1 (stereo not given)	-0.2	nt
O=C(C(=O)N1CCC(CNC(=O)C2COc3ccccc3O2)CC1)c1cccs1 (stereo not given)	0.5	nt
C[C@@H]1CN(c2ccc(N3CCNC[C@H]3C)cc2C#N)C[C@H](C)O1	-0.3	nt
CC(C)(C)c1ccc(C#C[C@@H]2C=C[C@@H](O)[C@@H](COC(=O)NCc3ccccc3)O2)cc1	-0.2	nt
CCc1c(C(C)O)oc2ccc3c(C)cc(=O)oc3c12 (stereo not given)	0.4	nt
CCCCN1CC(COCc2ccccc2)Oc2cccc(Sc3ccc(OC)c(OC)c3)c2S1(=O)=O (stereo not given)	1.9	nt
O=C(N[C@H](Cc1ccccc1)C(=O)NCC1CCCO1)[C@H]1O[C@@H](n2ccc(=O)[nH]c2=O)[C@H](O)[C@@H]1O (stereo not given in full)	0.2	nt
CC(=O)C1=C(C)N(Cc2ccc(F)cc2)C(=S)NC1c1ccc(Cl)cc1 (stereo not given)	-0.2	nt
NC(=O)c1ncn([C@@H]2O[C@H](C(=O)N[C@H](Cc3c[nH]c4ccccc34)C(=O)N3CCN(CC(=O)N4CCCC4)CC3)[C@@H](O)[C@H]2O)n1	-0.4	nt
COC(=O)N1C[C@H](OCc2cn(-c3cc(Cl)cc(Cl)c3)nn2)[C@H](OCc2cn(-c3cc(Cl)cc(Cl)c3)nn2)C[C@@H]1c1ccccc1Br	-1.2	nt
COc1cccc(CNS(=O)(=O)c2cc(Br)ccc2Br)c1OC	0.2	nt
O=C(C(=O)N1CCN(S(=O)(=O)c2ccc(F)cc2)CC1)c1cccc(C(F)(F)F)c1	1.1	nt
COC(=O)[C@]12C[C@H](CC(=O)NCCC(C)C)C(=O)N(CCC3=CCCCC3)C1=C[C@H](C(C)(C)C)O[C@@H]2C	-0.2	nt
CCN=C1NC(c2cccc(Cl)c2)C(C(=O)OC)=C(C)N1Cc1ccc(C(F)(F)F)cc1 (stereo not given)	-1.6	nt
O=C(C(=O)N1CCC(CNS(=O)(=O)c2ccccc2OC(F)(F)F)CC1)c1cccs1	0.1	nt
O=C1NC(Cc2ccccc2)c2nc3ccc(Cl)cc3c(=O)n2-c2cc(Cl)ccc21 (stereo not given)	1.4	nt
Cc1ccc(N(C(=O)CCl)C(C(=O)NC2CCCCC2)c2cccnc2)cc1C (stereo not given)	0.5	-1
O=C(OCCN1CCOCC1)C1(c2ccccc2)CCCCC1	-1.6	11
Cc1nnc(SCc2nc3sc4c(c3c(=O)[nH]2)CCCC4)n(N)c1=O	0.1	-2
Cc1cc(NC(=O)c2n[nH]c(=O)c3ccccc23)ccc1Br	-0.2	-1
Fc1ccc(NC(=S)Nc2ccc(Cl)cc2Cl)cc1	2.5	-1
CCc1ccc2[nH]c(=O)c(CN(Cc3ccc4c(c3)OCO4)C(=O)c3ccco3)cc2c1	-0.4	-4
Cc1ccc2oc(Nc3nc(-c4ccccc4)cc(=O)[nH]3)nc2c1	-0.5	96*
CCn1c2ccc(Cl)cc2c2nc3ccccc3nc21	0.3	1
CCC1=C/C(=C/c2sc3ccccc3[n+]2CC)CC(C)(C)C1	1.7	0
CC1(C)CC2(CCO1)C(Nc1ccccc1)=NC(=S)N2c1ccccc1 (stereo not given)	0.0	-1
CCOC(=O)N1CCN(C(=S)NC(=O)c2ccc(F)cc2)CC1	0.4	-7
CN(C)C(=O)c1cccc(-c2csc(N3CCC(C(N)=O)CC3)n2)c1	2.0	-8
CC(C)(O)c1[nH]c2ccc(C#N)cc2c1C(C)(C)O	0.4	-14
COc1ccc(OC)c(CN2CCN(C(=O)c3cc(S(=O)(=O)N4CCOCC4)ccc3C)CC2)c1	-0.3	-8
O=C(Nc1ccc(Cl)c(C(F)(F)F)c1)NC1CC2CCCC(C1)N2Cc1ccccc1 (stereo not given)	2.2	-5
CCOc1ccc(Nc2oc(-c3ccccc3Cl)nc2C#N)cc1	2.0	-6
Cc1ccccc1N=C1NC(=O)/C(=C/c2cccn2-c2cccc(C(=O)O)c2)S1	0.3	66*
CCN(CC)S(=O)(=O)c1cc([N+](=O)[O-])ccc1NNC(=O)Nc1ccccc1	0.2	-6
CC(C)N(C(=O)Nc1ccc2nsnc2c1)C(C)C	0.5	14
CCOc1ccc2nc(NC(=O)CSc3nc4c(c(=O)n(C)c(=O)n4C)n3CC)sc2c1	-0.5	-4
COC(=O)C1=C(COc2ccccc2)NC(=O)NC1c1ccc2ccccc2c1 (stereo not given)	1.6	50*
C=CCn1c(O)c(N=Nc2ccccc2C)c2ccccc21	0.6	-11
O=C(CN1C(=O)NC2(CCc3ccccc32)C1=O)Nc1cc(C(F)(F)F)ccc1N1CCOCC1 (stereo not given)	-0.4	-5
COC(=O)c1cccc(C23CC4(C2)[C@H](CN(Cc2ccc(C(F)(F)F)cc2)[C@@H]4c2ccccc2)C3c2ccc(C(F)(F)F)cc2)c1 (stereo not given in full)	1.8	7
C#CCNC(=O)C1=C[C@H](c2ccc3c(c2)OCO3)C[C@H](OCCCCO)O1	0.9	-8
CCCCOc1ncnc2c1[nH]c1ccc(OC)cc12	-0.7	-4
CCOC(=O)Nc1ccc2c(CN3C(=O)NC(CC)(CC)C3=O)cc(=O)oc2c1	2.9	-2

One compound at a time, as listed above.
Results for Fc1ccc2nc(-c3ccc(CN4CCC5(CC4)CNc4ccccc45)cc3)c(-c3ccccc3)nc2c1 = MsrA inhibitor = 2.9; Scp-1 inhibitor = nt
Results for CCOC(=O)N1CCN(C(=S)NC(=O)c2ccc(F)cc2)CC1 = MsrA inhibitor = 0.4; Scp-1 inhibitor = -7

Screens as filed in PubChem BioAssay.
